# NCOA3 inh – human NCOA3 inhibition; Q9Y6Q9; HEK293 GAL4-SRC3 luciferase reporter, luminescence; inhibition, % at 3.6 µM; 360,000 tested, 0.17% active;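 active = inhibition above a per-campaign cutoff, the mean of all compounds plus 3 SD, cut at about 60% in these data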;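 also: 0% = DMSO-treated cells and 100% = gossypol-treated cells at 36 µM; higher means less SRC3-driven luciferase light from the GAL4 reporter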
# NOD2 RIPK2 PPI – inhibitors of human NOD2-RIPK2 interaction | O43353 | CHO BLA complementation NOD2-RIPK2, CCF4 ratio | inhibition, % at 4.98 µM | 360,000 tested, 0.38% active; in the data active = inhibition above about 21%;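 also: 0% = vehicle only and 100% = reference blocker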
# COUP-TFII inh – inhibitors of human COUP-TFII (NR2F2); inhibition, % at 8.6 µM; HEK293T NGFI-A luciferase reporter, luminescence; 370,000 tested, 0.7% active;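 active = inhibition above a per-plate cutoff, mean inhibition of test wells between control levels plus 3 SD, cut at about 38% in these data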;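 also: cells cotransfected with COUP-TFII expression vector driving the NGFI-A reporter; 0% = median of COUP-TF2 test wells and 100% = reporter-only cells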
# TROY NFkB inh – inhibitors of TROY-dependent NF-kB signaling; inhibition, % at 10 µM; AID 1347056; 360,000 tested, 0.98% active; Q293 LMP1-TROYcd NF-kB luciferase reporter, 4 h;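 active = compounds whose plate-normalised and pattern-corrected inhibition of the luciferase reporter signal at the single screening dose is 50% or more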
# NCOA1 inh – human NCOA1 inhibition. Q15788. HEK293 GAL4-SRC1 luciferase reporter, luminescence. inhibition, % at 3.6 µM. 360,000 tested, 0.12% active;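 active = inhibition above the campaign mean plus 3 SD, with each screening campaign given its own cutoff, cut at about 60% in these data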;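 also: 0% = DMSO treated cells and 100% = gossypol at 36 µM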
# Target sequence (Q15788 whole entry, looked up, the tested form may be a part): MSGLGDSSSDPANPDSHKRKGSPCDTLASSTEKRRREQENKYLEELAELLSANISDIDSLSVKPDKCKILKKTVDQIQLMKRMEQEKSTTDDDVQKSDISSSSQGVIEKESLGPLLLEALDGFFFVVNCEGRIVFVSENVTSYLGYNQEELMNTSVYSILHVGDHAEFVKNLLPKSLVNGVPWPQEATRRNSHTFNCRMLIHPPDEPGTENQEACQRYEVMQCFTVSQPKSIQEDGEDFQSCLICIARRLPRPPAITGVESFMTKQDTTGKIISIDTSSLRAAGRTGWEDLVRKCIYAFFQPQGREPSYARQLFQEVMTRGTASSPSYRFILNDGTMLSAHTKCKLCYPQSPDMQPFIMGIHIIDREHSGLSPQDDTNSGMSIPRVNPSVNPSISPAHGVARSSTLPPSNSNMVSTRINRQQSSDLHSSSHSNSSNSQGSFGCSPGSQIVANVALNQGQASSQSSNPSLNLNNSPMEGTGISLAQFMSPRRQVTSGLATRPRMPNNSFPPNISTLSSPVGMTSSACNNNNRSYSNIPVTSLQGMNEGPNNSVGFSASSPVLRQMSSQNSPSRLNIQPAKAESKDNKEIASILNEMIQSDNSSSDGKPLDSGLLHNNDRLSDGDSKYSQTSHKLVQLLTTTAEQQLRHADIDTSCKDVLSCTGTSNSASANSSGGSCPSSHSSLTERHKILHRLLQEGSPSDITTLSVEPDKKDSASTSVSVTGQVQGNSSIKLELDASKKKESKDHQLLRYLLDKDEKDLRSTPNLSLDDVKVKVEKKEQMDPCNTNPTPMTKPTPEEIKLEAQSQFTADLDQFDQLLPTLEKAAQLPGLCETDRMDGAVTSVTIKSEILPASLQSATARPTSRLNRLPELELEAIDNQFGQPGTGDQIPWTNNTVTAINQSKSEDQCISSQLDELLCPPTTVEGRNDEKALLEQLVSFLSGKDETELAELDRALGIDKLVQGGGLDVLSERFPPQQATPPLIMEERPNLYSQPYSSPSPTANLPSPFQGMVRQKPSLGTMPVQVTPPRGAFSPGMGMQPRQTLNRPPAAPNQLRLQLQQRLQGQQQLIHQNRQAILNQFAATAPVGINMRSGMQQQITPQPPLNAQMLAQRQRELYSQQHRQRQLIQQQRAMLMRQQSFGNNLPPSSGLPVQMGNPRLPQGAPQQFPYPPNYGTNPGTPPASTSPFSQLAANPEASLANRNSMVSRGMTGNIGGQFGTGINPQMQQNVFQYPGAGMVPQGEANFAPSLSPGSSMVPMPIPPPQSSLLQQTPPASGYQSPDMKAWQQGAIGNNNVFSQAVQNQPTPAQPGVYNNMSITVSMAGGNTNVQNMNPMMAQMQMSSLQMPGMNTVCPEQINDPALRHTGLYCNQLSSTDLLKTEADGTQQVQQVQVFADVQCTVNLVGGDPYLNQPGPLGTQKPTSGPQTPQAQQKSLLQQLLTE
# LMP1 NFkB inh – inhibitors of Epstein-Barr LMP1-induced NF-kappaB reporter; LMP1-induced NF-kappaB luciferase reporter cells, luminescence; 350,000 tested, 0.69% active; AID 504558; inhibition, % at 12.5 µM; in the data active = inhibition above about 41%;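 also: 0% = neutral control wells and 100% = reference inhibitor control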
# C8 TRAIL sens – sensitizes caspase-8 expressing cells to TRAIL | NB7+C8 cells + TRAIL, ATPlite viability luminescence | inhibition (viability loss, TRAIL sensitization), % at 10 µM | 360,000 tested, 1% active | AID 624354;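 active = compounds causing at least 50% loss of cell viability in the single-dose screen, relative to plate controls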
# TWEAK-Fn14 inh – inhibitors of TWEAK-Fn14 interaction signaling; TWEAK-stimulated Fn14 reporter cells, luciferase luminescence, 8 h; inhibition, % at 10 µM; 360,000 tested, 2% active; in the data active = inhibition above about 50%
# TLR9-MyD88 inh – blocks human TLR9 binding to MyD88; Q9NR96+Q99836; CHO BLA complementation TLR9-MyD88, CCF4 FRET ratio; inhibition, % at 4.98 µM; 340,000 tested, 0.21% active; AID 504734;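 active = inhibition above the mean over all tested compounds plus 3 SD, cut at about 21% in these data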;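 also: 0% = DMSO only wells and 100% = clavulanate BLA inhibitor control wells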
# SRC2 inh – inhibits human steroid receptor coactivator 2; Q15596; HEK293 GAL4-SRC2 luciferase reporter, luminescence; inhibition, % at 9 µM; 370,000 tested, 0.17% active;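 active = inhibition above the mean inhibition of all tested compounds plus 3 SD, set per campaign, cut at about 52% in these data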;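 also: 0% = DMSO treated cells and 100% = cells given Gossypol at 36 µM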
# LRH-1 inv ag – NR5A2 inverse agonism in reporter assay; AID 602396; O00482; 360,000 tested, 0.13% active; inhibition, % at 3.6 µM; HEK293T StAR-luciferase reporter, LRH-1 transfected, 24 h;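 active = inhibition above the mean inhibition of all tested compounds plus 3 SD, cut at about 73% in these data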;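 also: 0% = DMSO wells and 100% = reporter-only cells lacking LRH-1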
# The depositor's hits bear a star; x = no result given. The list is partial. The share of hits here may be higher or lower than overall.
Molecule	NCOA3 inh	NOD2 RIPK2 PPI	COUP-TFII inh	TROY NFkB inh	NCOA1 inh	LMP1 NFkB inh	C8 TRAIL sens	TWEAK-Fn14 inh	TLR9-MyD88 inh	SRC2 inh	LRH-1 inv ag
CCOC(=O)c1sc2nc(OCc3cccnc3)cc(C)c2c1N	x	-8	-20	-38	x	x	5	-7	x	-10	20
Cc1ccc(S(=O)(=O)N2CCN(c3nc(-c4cccs4)nc4ccccc34)CC2)cc1	-9	5	4	-12	13	x	0	-30	x	-54	-2
CCN(CC)CCN(C)c1ccc(N2C(=O)C3CC=CCC3C2=O)cc1[N+](=O)[O-] (stereo unspecified)	11	-4	3	14	-4	7	26	0	-2	2	1
CCc1ccccc1N(CC(=O)NCc1ccc(OC)cc1)C(=O)CCC(=O)Nc1ccccn1	-1	-5	-24	-14	-9	2	12	12	10	7	-8
C=CCOC(=O)C1=C(C)NC(=O)NC1c1cn(-c2ccccc2)nc1-c1cccs1 (stereo unspecified)	1	0	2	7	-13	2	-32	-23	-3	-5	4
O=C1N(Cc2cccc(Cl)c2)C[C@@H]2C[C@@H](c3cccc4cccnc34)N3CCC[C@@]123	-8	15	-13	-5	1	0	2	-17	-10	40	6
Cc1cc(Nc2nc3ccccc3nc2Cl)n(-c2ccccc2)n1	-2	-1	-22	26	-25	-3	0	11	11	22	-52
O=C(OC1CCOC1=O)C1CCN(S(=O)(=O)c2ccc(Cl)c(C(F)(F)F)c2)CC1 (stereo unspecified)	-1	-8	1	-2	6	2	-2	-5	9	13	13
CCOC(=O)CN1CC23C=CC(O2)C(C(=O)NC2CCCC2)C3C1=O (stereo unspecified)	9	-8	-6	-11	-6	-2	-3	-5	-8	-30	-17
Cc1occc1-c1nnc(SCC(=O)N2CCCC(C)C2)o1 (stereo unspecified)	-42	-5	-4	-6	-4	-4	-11	-20	-12	4	-36
CCN1CCN(C(=O)C2CCN(S(=O)(=O)c3ccc4c(c3)NC(=O)C(C)S4)CC2)CC1 (stereo unspecified)	12	-5	-1	-16	1	3	-8	2	9	2	25
CC(=O)c1ccc(OC(=O)c2nc(-c3ccccc3)oc2C)cc1	-1	12	-2	-21	-10	-5	-15	7	1	-11	8
O=C(NCCc1ccccc1)C1CC(=O)N(CCc2ccccc2)C1 (stereo unspecified)	2	6	-11	-8	-3	-4	-19	-4	3	4	3
O=c1oc2ccccc2nc1/C=C(\O)c1ccccc1	-43	2	-33	-49	-43	x	-9	-13	x	-82	-25
COc1ccc([C@H]2CC(=O)C=C(c3cc(C)ccc3OC)C2)cc1	-10	-3	5	7	-14	1	13	10	-8	10	9
Cc1cc(Br)ccc1NC(=S)NCCc1ccccc1	4	1	0	-24	3	-5	1	1	1	1	-10
Cc1cc(C)cc(OCC(=O)Nc2cccc(-c3nc4ncccc4o3)c2)c1	28	-2	7	5	18	14	11	36	-9	-21	4
O=C(Cc1cccs1)NCCS(=O)(=O)N1CCN(c2ccccc2)CC1	5	-7	3	14	-9	-15	5	4	-3	0	-37
CCCC(=O)N1CCCC1(C)C(=O)NCc1ccc(SC)cc1 (stereo unspecified)	-7	-17	-3	-4	-3	x	-14	-6	x	-37	2
O=C(O)Cc1c[nH]c2cccc(O)c12	11	-11	12	-13	0	-3	-6	20	-1	15	2
CCCCN(C=O)c1c(CC)nc2ccc(C(=O)N3CCCCC3)cn12	13	3	0	-5	15	x	-3	-2	x	-12	3
COc1ccc2oc(C(=O)OC(C)C(=O)N3C(C)CCCC3C)c(C)c2c1 (stereo unspecified)	-13	15	-8	-14	-50	-5	8	9	1	1	4
Cc1c(Cl)cccc1N=C1SCCN1C(=O)CN1C(=O)NC2(CCCC2)C1=O	16	17	-11	30	-12	6	-6	33	0	12	8
O=C1C=C(c2ccc3[nH]ccc3c2)C[C@@H](c2ccc(F)cc2)C1	-16	-1	-3	-39	-5	-23	-9	-12	-1	-28	1
Cc1scc(C(=O)NNC(=S)NCC2CCCO2)c1-c1ccccc1 (stereo unspecified)	-11	-7	8	9	0	7	-1	8	0	8	7
COc1cccc2cc(C(=O)NCc3ccccc3Cl)c(=O)oc12	-17	-1	-1	-55	3	-17	-9	-36	2	-30	4
CCC(C)(C)n1nnnc1C(C(C)C)N(CCCO)Cc1cc2cc(C)ccc2[nH]c1=O (stereo unspecified)	10	3	4	1	-2	0	-4	1	4	-12	13
CC(=O)OC[C@@H]1CN(Cc2ccccc2)C[C@H](n2cnc3c(NC4CCCC4)ncnc32)O1	1	-12	-2	0	1	x	2	-33	x	-12	22
Cc1csc(NC(=O)c2cccc(Cn3nc(C)c(Br)c3C)c2)n1	11	7	-19	18	-21	-13	-13	25	14	3	-12
COc1ccc(C(=O)N(C)Cc2ccon2)cc1OC1CCN(C(C)C)CC1	-69	3	6	18	10	-6	-5	-3	-7	3	2
S=C(NCCc1ccccc1)N/N=C/c1cccc(Cl)c1Cl	-5	0	0	-45	-6	10	4	-27	-3	-17	-16
CCc1ccc(C(=O)NN(C(=O)c2ccc(CC)cc2)C(C)(C)C)cc1	15	3	6	-6	9	-1	-4	10	-6	-22	8
CC1CCC(NC(=O)C2c3ccccc3C(=O)N2Cc2cccs2)CC1 (stereo unspecified)	6	-12	8	4	2	-12	-20	-4	0	9	-3
Cc1ccc(NC(=O)c2sc(=S)n(-c3cc(C)ccc3F)c2N)cc1	3	-1	7	-33	-24	10	1	-15	7	-35	-14
COc1cccc(NC(=O)Cn2c3ccc(OC)cc3c3nc4n(c(=O)c32)CCS4)c1	14	-10	-14	-15	-24	x	20	-37	9	2	-3
COc1ccc2nc(C)cc(NCc3cccc(C(F)(F)F)c3)c2c1	-1	5	17	9	-1	-13	30	-14	-1	20	12
Nc1nc2nonc2nc1N1CCCCC1	26	7	24	-7	-4	-3	-6	-2	11	4	-1
CC(C)CC(=O)NC(NC(=O)CC(C)C)c1cccc([N+](=O)[O-])c1	11	-2	-11	-13	13	0	-5	6	-9	-15	6
O=C1c2ccccc2C(=O)N1CCC(=O)N1CCCc2ccccc21	-18	-11	-13	-31	-29	-1	-2	-6	-3	-25	-37
COc1ccc([C@H]2CC(=O)C=C(c3ccc(Cl)c(C(F)(F)F)c3)C2)cc1	1	-5	6	-41	-32	-2	-14	-33	0	2	-22
O=C(Nc1ccnn1C1CCN(CCCC2CCCC2)CC1)c1ccccc1	8	9	-5	-9	16	6	3	-1	-6	9	-19
O=C(COC(=O)c1c[nH]c2ccccc12)Nc1ccc([N+](=O)[O-])cc1	13	2	-6	-24	0	1	4	-16	-5	31	10
CCc1cccc(NC(=O)CCS(=O)(=O)c2cc3c(cc2C)NC(=O)CO3)c1	14	-2	-4	-3	-5	6	-16	6	10	-2	10
CC(C)C(OC(=O)c1cc2c(s1)CCCCC2)C(=O)NC(N)=O (stereo unspecified)	8	-9	-8	-25	-3	-1	11	-24	-6	17	15
CC(=O)c1ccc(OCc2cc(C(=O)NC(C)c3cnn(C)c3)no2)cc1 (stereo unspecified)	-38	-3	-14	-42	-61	-23	4	-41	-11	-48	-11
Cn1cccc1/C=N/NC(=O)CNc1ccc2ccccc2c1	-14	-9	-15	-6	-7	x	8	40	x	-10	28
CCCCNC(=S)N(CCCO)Cc1cc2cc3c(cc2[nH]c1=O)OCCO3	-4	5	-39	-3	0	13	2	4	1	11	8
CCOc1ccc(NC(=O)CN(C)C(=O)c2ccc(C)c(S(=O)(=O)N3CCCCC3)c2)cc1OCC	3	-4	7	-3	4	0	-12	-2	-1	-5	7
Cc1sc(NC(=O)c2ccc(F)cc2)c(CN2CCCCCC2)c1C	-67	19	-37	-64	-58	-11	12	-6	-4	-35	-72
COc1ccccc1NC(=S)N1CCCCCC1	-11	6	11	5	-36	-3	0	2	-1	35	-9
Nc1nonc1-c1nc2ccccc2n1CCC(=O)O	4	-3	13	-1	-10	-13	-22	0	-5	24	7
COc1ccc(NC(=O)CN2C(=O)NC(C)(c3ccc(C)cc3)C2=O)cn1 (stereo unspecified)	5	-6	-6	-3	2	-4	-14	0	5	11	4
CC(C)(C)c1ccc(S(=O)(=O)N2CCCC2C(=O)N2CCOCC2)cc1 (stereo unspecified)	8	-3	2	1	0	-7	-13	4	x	2	11

# An excerpt of these results, with values under each structure:
# Results follow in this order: NCOA3 inh	NOD2 RIPK2 PPI	COUP-TFII inh	TROY NFkB inh	NCOA1 inh	LMP1 NFkB inh	C8 TRAIL sens	TWEAK-Fn14 inh	TLR9-MyD88 inh	SRC2 inh	LRH-1 inv ag
COc1ccc([C@H]2CC(=O)C=C(c3ccc(Cl)c(C(F)(F)F)c3)C2)cc1
    1	-5	6	-41	-32	-2	-14	-33	0	2	-22
O=C(Nc1ccnn1C1CCN(CCCC2CCCC2)CC1)c1ccccc1
    8	9	-5	-9	16	6	3	-1	-6	9	-19
O=C(COC(=O)c1c[nH]c2ccccc12)Nc1ccc([N+](=O)[O-])cc1
    13	2	-6	-24	0	1	4	-16	-5	31	10
CCc1cccc(NC(=O)CCS(=O)(=O)c2cc3c(cc2C)NC(=O)CO3)c1
    14	-2	-4	-3	-5	6	-16	6	10	-2	10
CC(C)C(OC(=O)c1cc2c(s1)CCCCC2)C(=O)NC(N)=O (stereo unspecified)
    8	-9	-8	-25	-3	-1	11	-24	-6	17	15
CC(=O)c1ccc(OCc2cc(C(=O)NC(C)c3cnn(C)c3)no2)cc1 (stereo unspecified)
    -38	-3	-14	-42	-61	-23	4	-41	-11	-48	-11
Cn1cccc1/C=N/NC(=O)CNc1ccc2ccccc2c1
    -14	-9	-15	-6	-7	x	8	40	x	-10	28
CCCCNC(=S)N(CCCO)Cc1cc2cc3c(cc2[nH]c1=O)OCCO3
    -4	5	-39	-3	0	13	2	4	1	11	8
CCOc1ccc(NC(=O)CN(C)C(=O)c2ccc(C)c(S(=O)(=O)N3CCCCC3)c2)cc1OCC
    3	-4	7	-3	4	0	-12	-2	-1	-5	7
Cc1sc(NC(=O)c2ccc(F)cc2)c(CN2CCCCCC2)c1C
    -67	19	-37	-64	-58	-11	12	-6	-4	-35	-72
COc1ccccc1NC(=S)N1CCCCCC1
    -11	6	11	5	-36	-3	0	2	-1	35	-9
Nc1nonc1-c1nc2ccccc2n1CCC(=O)O
    4	-3	13	-1	-10	-13	-22	0	-5	24	7
COc1ccc(NC(=O)CN2C(=O)NC(C)(c3ccc(C)cc3)C2=O)cn1 (stereo unspecified)
    5	-6	-6	-3	2	-4	-14	0	5	11	4
CC(C)(C)c1ccc(S(=O)(=O)N2CCCC2C(=O)N2CCOCC2)cc1 (stereo unspecified)
    8	-3	2	1	0	-7	-13	4	x	2	11
